Compound activity (PubChem BioAssay)
Tau ThT inhib – qHTS for Inhibitors of Tau Fibril Formation, Thioflavin T Binding. Microtubule-associated protein tau (Homo sapiens), P10636. recombinant tau K18 P301L, heparin-induced fibrillization, ThT fluorescence. Potency, µM (series often up to 57.4 µM), inactives show at the top dose activity, negative = inhibition, actives largely listed as inhibitors. hit rate 2.1% among 270,000; note: nearly all actives have a fitted effect of over 55% in size
Target sequence (P10636 561-689 P618L limits assumed): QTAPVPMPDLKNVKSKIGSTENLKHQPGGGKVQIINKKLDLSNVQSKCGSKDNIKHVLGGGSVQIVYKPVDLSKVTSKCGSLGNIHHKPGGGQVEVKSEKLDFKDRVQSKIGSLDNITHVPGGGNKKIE
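Heparin-induced (20 uM) aggregation of recombinant human K18 P301L tau, 15 uM unlabeled with 0.24 uM labeled, pH 7 acetate buffer, 6 hr at 37 C with compound. Fibrils quantified by 30 uM ThT fluorescence after 1 hr ambient incubation.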
L3MBTL1 block – qHTS Assay for the Inhibitors of L3MBTL1; Lethal(3)malignant brain tumor-like protein 1 (Homo sapiens), Q9Y468; AlphaScreen L3MBTL1–H3K9me1 peptide binding; Potency, µM (doses to about 57.1 µM), without a hit: top-dose activity, negative = inhibition, actives largely listed as inhibitors; hit rate 0.66% among 230,000; note: nearly all actives have a fitted effect of over 60% in size
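First, the protein-peptide complex forms for 30 min at room temperature (L3MBTL1 50 nM, biotinylated H3K9me1 peptide 75 nM). Next, compounds are pin-transferred and incubated 30 min. Finally, AlphaScreen beads are added and read after 30 min.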
TRb SRC2 PPI – qHTS for Inhibitors of the Interaction of Thyroid Hormone Receptor and Steroid Receptor Coregulator 2 | Thyroid hormone receptor beta (Homo sapiens), P10828 | TRbeta-SRC2 peptide binding, fluorescence polarization; receptor liganded with 1 µM T3 | Potency, µM (titrated, usually from 106 µM), inactives show at the top dose activity change, negative = inhibition, actives largely listed as inhibitors | hit rate 0.065% among 280,000 | AID 1469, 2008;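 note: plate controls were bound peptide for no effect and peptide without receptor for full effect; nearly all actives have a fitted effect of over 50% in size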
Target sequence (P10828 whole entry, looked up): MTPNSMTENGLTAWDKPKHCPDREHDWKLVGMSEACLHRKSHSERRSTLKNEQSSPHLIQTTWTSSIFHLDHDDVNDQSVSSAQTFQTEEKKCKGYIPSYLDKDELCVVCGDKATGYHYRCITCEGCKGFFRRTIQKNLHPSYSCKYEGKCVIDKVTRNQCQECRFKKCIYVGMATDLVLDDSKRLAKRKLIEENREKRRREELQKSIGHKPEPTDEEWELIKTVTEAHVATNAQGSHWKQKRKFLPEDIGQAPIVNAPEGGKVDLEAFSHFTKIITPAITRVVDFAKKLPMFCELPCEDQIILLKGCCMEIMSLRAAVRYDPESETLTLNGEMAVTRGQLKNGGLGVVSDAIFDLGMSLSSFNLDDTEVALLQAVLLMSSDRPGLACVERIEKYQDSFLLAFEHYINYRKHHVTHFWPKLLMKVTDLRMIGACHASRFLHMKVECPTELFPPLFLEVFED
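Compounds were added to 0.6 uM TRb ligand-binding domain and 20 nM Texas Red-labeled SRC2 peptide in Tris buffer containing 1 uM T3, incubated 5 hr at ambient temperature, then read by fluorescence polarization.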
ALDH1A1 block – qHTS Assay for Inhibitors of Aldehyde Dehydrogenase 1 (ALDH1A1); AID 1030, 2008; Potency, µM (series often up to 75.3 µM), inactives show at the top dose activity, negative = inhibition, actives largely listed as inhibitors; Purified ALDH1A1, NADH fluorescence, propionaldehyde substrate; hit rate 7.3% among 220,000; Aldehyde dehydrogenase 1A1 (Homo sapiens), P00352; active = well fitted inhibition curve with a large enough effect, not every such curve was filed as active; inconclusive = small, poorly fitted or top-dose-only effect, or another doubt; inactive = no such curve, though single readings can be large or run the other way;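 note: plate controls were no enzyme wells and a reference inhibitor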
GLA spleen mod – qHTS Assay for Inhibitors and Activators of Human alpha-Galactosidase From Spleen Homogenate. hit rate 0.008% among 240,000. human spleen homogenate, 4MU-alpha-Gal fluorescence, 40 min. Alpha-galactosidase A (Homo sapiens), P06280. Potency, µM (titrated, usually from 80 µM), for the others: at the top dose activity change, negative = inhibition, hits mostly inhibitors;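 note: 0% = enzyme with vehicle and -100% = no enzyme basal signal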
Target sequence (P06280 32-429 limits assumed): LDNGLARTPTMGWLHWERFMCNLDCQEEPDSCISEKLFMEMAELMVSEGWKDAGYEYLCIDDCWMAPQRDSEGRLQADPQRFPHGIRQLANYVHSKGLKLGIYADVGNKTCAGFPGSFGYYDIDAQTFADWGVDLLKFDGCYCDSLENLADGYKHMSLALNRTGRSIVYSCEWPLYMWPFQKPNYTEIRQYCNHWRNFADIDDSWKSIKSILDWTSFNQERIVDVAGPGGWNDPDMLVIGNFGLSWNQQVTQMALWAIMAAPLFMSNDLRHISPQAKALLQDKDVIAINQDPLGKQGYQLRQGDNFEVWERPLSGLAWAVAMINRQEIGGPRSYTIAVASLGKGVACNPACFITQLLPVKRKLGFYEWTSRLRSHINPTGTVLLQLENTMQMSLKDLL
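qHTS titration in buffer at pH 5.0. Alpha-galactosidase activity in spleen homogenate was measured via 4-methylumbelliferone release from 1 mM fluorogenic substrate after 40 min at 37C and a pH 10 stop. AC50 came from Hill fits of control-normalized data.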
Tau fluor counter – Counterscreen qHTS for Inhibitors of Tau Fibril Formation, Fluorescence Polarization. tau K18 P301L (four-repeat tau fragment) Alexa594 fluorescence, heparin fibrillization. Potency, µM (series often up to 57.7 µM), without a hit: top-dose activity change, negative = decrease. hit rate 0.93% among 280,000; note: nearly all actives have a fitted effect of over 55% in size
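Human K18 P301L tau (15 uM unlabeled plus 0.24 uM Alexa 594-labeled, final) in 100 mM sodium acetate pH 7 was mixed with compound and 20 uM heparin and incubated 6 hr at 37 C.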
Tau FP inhib – qHTS for Inhibitors of Tau Fibril Formation, Fluorescence Polarization; Microtubule-associated protein tau (Homo sapiens), P10636; K18 P301L tau heparin fibrillization, Alexa594 FP, 6 h; Potency, µM (series often up to 57.7 µM), inactives show top-dose activity, negative = inhibition, usual class: inhibitors; hit rate 0.39% among 280,000; AID 1468, 2008; note: nearly all actives have a fitted effect of over 55% in size
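FP of Alexa 594-tau after heparin (20 uM) induction. Substrate: human K18 P301L, 15 uM unlabeled, 0.24 uM labeled. Buffer 100 mM sodium acetate pH 7. 6 hr, 37 C.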
TR SRC2 fluor cs – Total Fluorescence Counterscreen for Inhibitors of the Interaction of Thyroid Hormone Receptor and Steroid Receptor Coregulator 2. TRb/SRC2 Texas Red total fluorescence interference. hit rate 0.29% among 280,000. Potency, µM (titrated, usually from 106 µM), without a hit: at the highest dose fluorescence change, negative = quenching. AID 1479, 2009; active = well fitted curve in either direction with a large enough effect; inconclusive = small, poorly fitted or top-dose-only effect
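Flags fluorescent or light-absorbing compounds by total fluorescence, S + 2P, at 555 nm excitation and 632 nm emission. Mixture: 20 nM Texas Red SRC2 peptide, 0.6 uM human TRb LBD, 1 uM T3, 5% DMSO; compound exposure 5 h at ambient temperature.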
Active calls of the source: *; ? = inconclusive; nt = no result given; & = joins results of further samples; [ ] = remark or other dose. Unless noted, calls come from the whole dose curve; as a rule, active = well fitted curve in the direction sought with a large enough effect; inconclusive = small, poorly fitted or top-dose-only effect, or another doubt; inactive = no such curve, though single readings can be large; an effect the other way counts as inactive or inconclusive. Unless noted, % is set by controls: 0 for no effect and ±100 for the full control effect; potency is the fitted concentration of half-maximal effect. This is a random part of the collection (roughly 8.5% active in at least one column).

no.	molecule	Tau ThT inhib	L3MBTL1 block	TRb SRC2 PPI	ALDH1A1 block	GLA spleen mod	Tau fluor counter	Tau FP inhib	TR SRC2 fluor cs
1	Cc1ccccc1NC(=O)COc1nsnc1N1CCOCC1	-11%	-1%	1%	-2%	8%	-6%	0%	0%
2	O=C(CCn1c(=O)c2ccccc2n(Cc2ccc(F)cc2Cl)c1=O)NCc1ccc2c(c1)OCO2	13%	nt	2%	nt	nt	5%	-10%	5%
3	O=c1c2ccccc2nc(N/N=C/c2ccccc2)n1O	-11%	1%	-10%	-1%	-5%	2%	2%	0%
4	Cc1ccccc1OCc1nnc(SCC(=O)Nc2ccc3c(c2)oc2ccccc23)n1C	?	7%	-21%	14µM*	-15%	-26%	-7%	-2%
5	COc1ccccc1N1CCN(CCCNC(=O)Nc2ccccc2C)CC1	-5%	6%	-3%	7%	2%	-3%	6%	0%
6	Cc1ccc(N=C2NC(=O)C(CC(=O)O)S2)cc1 (centres undefined)	-4%	9%	2%	-6%	-5%	-6%	-2%	-3%
7	COc1ccc(NC(=O)Nc2cccc(Cl)c2Cl)c(OC)n1	-20%	-7%	12%	-1%	7%	?	?	-3%
8	O=C(Nc1ccc(-c2nc3ccccc3o2)c(O)c1)c1ccccc1	-5%	nt	3%	nt	nt	-1%	-6%	-1%
9	CCSc1nnc(NC(=O)c2cccs2)s1	-5%	9%	4%	0%	-4%	-6%	-1%	-3%
10	C=C(c1ccc(OC)cc1)c1ccc(OC)cc1	-13%	nt	0%	8%	1%	-7%	0%	1%
11	O=C(c1ccccn1)N1N=C2/C(=C/c3ccccc3)CCCC2C1c1ccccc1 (centres undefined)	-17%	-10%	2%	?	1%	-4%	-12%	-3%
12	COC(=O)c1ccccc1Oc1ccc(NC(=O)CCCl)cc1	-4%	nt	-2%	3%	0%	-8%	2%	0%
13	CCOC(=O)c1c(C)cc(C)[nH]c1=O	-8%	-10%	1%	?	-2%	-13%	-8%	-2%
14	CCn1c(COc2cccc(C)c2)nc2ccccc21	?	4%	-4%&-10%	-16%	-1%	-12%&0%	-1%&-5%	-4%&2%
15	C/C(=N\Nc1ccc([N+](=O)[O-])cc1)c1ccc(-n2nncc2C)cc1	7.1µM*	14%	-2%	-13%	-8%	16µM*[quencher]	?	-4%
16	CCN(CC)c1ccc(NS(=O)(=O)c2cc(-c3cc(C)no3)ccc2C)c(C)c1	-9%	nt	8%	nt	nt	?	?	-4%
17	CCc1ccc(-n2nc(C)c3c(C)cc(=O)n(CC(=O)Nc4ccccc4C(=O)OC)c32)cc1	-9%	nt	-9%	nt	nt	1%	7%	-4%
18	CCOC(=O)c1ccc(N(CC(=O)NC2CCCC2)C(=O)CNC(=O)c2ccco2)cc1	3%	3%	-1%	-8%	-6%	6%	7%	0%
19	COc1cccc(CNCC(=O)Nc2ccc(N3CCOCC3)cc2)c1	?	-4%	12%	-10%	2%	-13%	-2%	-1%
20	CCSc1nnc(NC(=O)c2nn(C(C)C)c(=O)c3ccccc23)s1	-13%	3%	-13%	25µM*	-12%	-8%	4%	-1%
21	Cc1noc(C)c1S(=O)(=O)Nc1ccc(C(=O)N2CCCCC2)cc1	-10%	nt	3%	-7%	5%	-10%	1%	-8%
22	CCN(CC)c1ccc2cc(-c3nc(-c4ccc(OC)cc4)cs3)c(=O)oc2c1	?	135%[activator]	3%	8%	6%	?	15%	13%
23	CCO[C@H]1OC(C(=O)O)=C[C@@H](c2csc3ccccc23)[C@@H]1CCCO	11%	6%	0%	10%	1%	13%	10%	0%
24	CCOCCCNC(=O)C(c1ccc(Cl)cc1)N(Cc1cccs1)C(=O)c1ccc(NC(C)=O)cc1 (centres undefined)	-4%	nt	0%	nt	nt	-16%	2%	-2%
25	CCNC(=O)NC(=O)C(C)OC(=O)c1cccn1C (centres undefined)	0%	22%	-1%	4%	1%	1%	-1%	-6%
26	Cc1ccccc1Nc1nc(N)nc(COC(=O)c2cccc(S(=O)(=O)N(C)C)c2)n1	-5%	6%	0%	-7%	6%	-11%	-4%	-3%
27	O=C(NCCN1CCOCC1)c1cc(=O)[nH]c2ccc(Br)cc12	0%	3%	-10%	0%	-1%	5%	5%	-2%
28	CCOC(=O)c1sc(N(Cc2ccccc2)C(=O)COC(=O)c2cnccn2)nc1C	-2%	-8%	-1%	-11%	-17%	-24%	7%	-2%
29	COc1ccc(C2/C=C\CN(C(=O)NC34CC5CC(CC(C5)C3)C4)CC(=O)N2Cc2ccc(F)cc2)cc1 (centres undefined)	7%	nt	2%&0%	nt	-5%&-12%	17%	1%	0%&1%
30	Cc1ccc(C(=O)CSc2nc(C(C)C)nc3ccccc23)cc1	?	51%[activator]	3%[53 µM]	28µM*	2%	-19%	-17%	-2%[53 µM]

Single entries from the entries so far.
Result of compound 3 under Tau ThT inhib: -11%
Result of compound 29 under Tau ThT inhib: 7%

(more compounds)
no.	molecule	Tau ThT inhib	L3MBTL1 block	TRb SRC2 PPI	ALDH1A1 block	GLA spleen mod	Tau fluor counter	Tau FP inhib	TR SRC2 fluor cs
31	Nc1nnc(Cc2ccc(F)cc2)s1	nt	nt	-4%	nt	6%	-8%	0%	-2%
32	COCCNC(=O)CN1C(=O)COc2ccc(S(=O)(=O)N3CCCCCC3)cc21	-4%	nt	-4%	nt	nt	-4%	2%	1%
33	Cc1ccc(N=C2c3ccccc3C(=O)C2[N+](=O)[O-])cc1C (centres undefined)	-11%	nt	-3%	?	-12%	-6%	4%	-6%
34	Cc1ccc(NC(=O)Cc2ccc(F)cc2)cc1	-13%	nt	-15%	4%	4%	-4%	1%	-3%
35	CCOc1ccccc1-n1nnc(S(=O)(=O)c2ccc(C)cc2)c1N	-5%	nt	5%	nt	nt	-22%	-7%	9%
36	CN(C(=O)COC(=O)c1cc(NS(=O)(=O)c2cc([N+](=O)[O-])ccc2Cl)ccc1O)C1CCCCC1	?	-12%	4%[53 µM]	?	-5%	?	?	0%[53 µM]
37	CCc1ccc(C2CC(=O)NC(NC(=O)c3ccc(C(C)(C)C)cc3)=N2)cc1 (centres undefined)	-1%	nt	-5%	nt	nt	-8%	-5%	5%
38	Cc1cc(O)c2c(c1O)C(=O)c1c(O)cc(C)c(O)c1C2=O	?	nt	-6%	-8%	13%	-27%	-15%	11%
39	Cc1ccc2[nH]c3c(N4CCCCCC4)ncnc3c2c1	?	4%	0%	-2%	1%	-26%	8%	-4%
40	CCCCNC(=O)Nc1cc(C(=O)OC)ccc1C	-12%	9%	-2%	8%	1%	-5%	-2%	-1%
41	CCNC(=O)CC1C(=O)N(C)C(=S)N1NC(=O)c1ccc(Cl)cc1 (centres undefined)	-12%	-2%	4%	5%	9%	-8%	-7%	1%
42	COc1ccc(-c2cc(NCc3ccc(F)cc3)n3cnnc3n2)cc1	-5%	nt	2%	nt	nt	-7%	5%	-1%
43	CC(=O)OCC(=O)c1c[nH]c2ccccc12	-6%	14%	-1%	-8%	1%	-8%	-9%	1%
44	CCOc1ccc(N2C(=O)/C(=C/c3cccs3)N(C)C2=S)cc1	7%	1%	8%	-14%	-2%	3%	-6%	2%
45	O=C(COc1ccc(S(=O)(=O)N2CCCCC2)cc1)NCc1ccncc1	-4%	nt	-12%	22µM*	0%	1%	-5%	1%
46	Cn1c(=O)cc(SCC(=O)NCCC2=CCCCC2)c2ccc(Cl)cc21	-2%	2%	1%	-4%	10%	-8%	1%	-3%
47	C/C(=N/NC(=O)CSc1ccccn1)c1ccc([N+](=O)[O-])cc1	?	4%	2%	20µM*	-2%	-4%	-1%	-2%
48	COC(=O)c1cccc(Cn2cc([N+](=O)[O-])cn2)c1	-3%	1%	1%	5%	3%	-2%	1%	2%
49	CCOc1ccccc1C(=O)Nc1cc(OC)ccc1OC	?	-7%	-11%	-1%	3%	?	13%	-6%
50	CC(C)c1ccc(CNc2nc(-c3ccco3)nn2C(=O)c2ccc([N+](=O)[O-])cc2)cc1	?	nt	-4%	nt	nt	16µM*[quencher]	1%	-7%
51	Cc1ccc(S(=O)(=O)Nc2nc3n(n2)C(c2ccc(F)cc2)C=C(c2ccccc2)N3)cc1 (centres undefined)	-7%	nt	4%	nt	nt	-8%	-3%	-2%
52	Cc1cccc(-n2ncc(C(=O)Nc3ccc4c(c3)OCO4)c2C2CCN(C(=O)OC(C)(C)C)CC2)c1	?	nt	0%	nt	nt	?	-4%	-14%
53	O=C(OCCN=C1NS(=O)(=O)c2ccccc21)c1ccncc1	-11%	nt	-13%	26%	7%	-10%	-6%	-2%
54	COC(=O)c1cc(NC(=O)Nc2ccccc2)ccc1Cl	-4%	0%	8%	-2%	1%	0%	8%	0%
55	COc1cccc(-c2nc(COc3ccc(Cl)cc3Cl)no2)c1	?	95%[activator]	-4%	-7%	-2%	-12%	-8%	-2%
56	COc1cc(/C=C/C(=O)c2ccc(NS(=O)(=O)c3ccc(C)cc3)cc2)ccc1OC(F)F	15%	-8%	-2%[53 µM]	-2%	-1%	10%	-8%	0%[53 µM]
57	Cc1ccc(NC(=O)c2cc(S(=O)(=O)N3CCOCC3)c(Cl)cc2Cl)cc1	7%	nt	5%	nt	nt	-2%	3%	-21%
58	COc1ccc(CCNC(=S)NC(=O)c2cc(OC)c(OC)c(OC)c2)cc1OC	-2%	-16%	-3%	nt	3%	-8%	-7%	1%
59	Cc1ccc(NC(=O)c2cc3cc(C)ccc3n2C)cc1	-2%	nt	-3%	nt	nt	2%	0%	?
